RAD54 branch: RAD54 (human) branch migration inhibition | Q92698 | RAD54 Holliday junction branch migration, FAM/BHQ fluorescence | inhibition, % at 10.4 µM | 360,000 compounds, 0.14% hits;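 active means mean normalized replicate activity at least 40 and at least half of replicates scoring 40 or more; inconclusive means only one of the two criteria met; inactive means mean below 40 and under half of replicates reaching 40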;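 further: 0% = median of neutral control wells and 100% = median of positive control wells; inhibitors cause a drop in the FAM fluorescence signal; in these data hits start at about 50%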
E-selectin induc: E-selectin induction on HUVECs. P16581. activation, % at 7.58 µM. 260,000 compounds, 0.37% hits. HUVEC E-selectin immunofluorescence imaging; normalized: neutral wells 0, TNF-alpha wells 100;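 active means mean E-selectin-positive cell signal at least 10% of the positive control, reached in at least 60% of replicates, without over 20% cell loss; inconclusive means no rule given, readout overlaps actives, possibly toxicity-flagged; inactive means the rest, including those meeting only one limit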;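 further: in these data hits start at about 27%; measured in HUVEC primary endothelial cells; signal is the percent of cells scored E-selectin positive by PE staining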
Target sequence (P16581 whole entry, looked up): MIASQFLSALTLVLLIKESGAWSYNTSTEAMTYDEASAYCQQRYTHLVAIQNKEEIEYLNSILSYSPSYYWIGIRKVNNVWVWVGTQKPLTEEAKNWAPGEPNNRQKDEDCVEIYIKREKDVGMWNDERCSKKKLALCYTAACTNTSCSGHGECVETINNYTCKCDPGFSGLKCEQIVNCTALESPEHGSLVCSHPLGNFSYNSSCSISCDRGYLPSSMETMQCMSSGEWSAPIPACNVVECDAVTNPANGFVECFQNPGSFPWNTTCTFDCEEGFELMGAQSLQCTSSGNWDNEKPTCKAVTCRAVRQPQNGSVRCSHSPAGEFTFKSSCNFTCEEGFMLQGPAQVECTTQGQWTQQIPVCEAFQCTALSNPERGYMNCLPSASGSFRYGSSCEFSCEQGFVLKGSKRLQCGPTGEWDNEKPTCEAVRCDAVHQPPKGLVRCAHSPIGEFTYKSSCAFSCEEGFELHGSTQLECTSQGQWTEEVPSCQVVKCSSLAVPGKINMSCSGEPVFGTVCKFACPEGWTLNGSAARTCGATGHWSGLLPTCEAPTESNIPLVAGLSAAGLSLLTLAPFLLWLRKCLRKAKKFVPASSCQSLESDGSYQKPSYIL
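Material: HUVEC primary endothelial cells; Amount: 3,000 cells per well; Dosing: single concentration; Medium: EGM-2 growth medium on 0.1% gelatin-coated wells; Read-out basis: percent E-selectin-positive cells; Signal: immunofluorescence imaging; Control set: TNF-alpha, DMSO.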
Xi reactivation: activators of X-chromosome reactivation in mouse fibroblasts. 360,000 compounds, 0.055% hits. activation, % at 7.58 µM. XiGFP mouse fibroblasts, % GFP-positive cells imaging, 3 d; cells co-treated with 5-aza-dC sensitizer; scaled so ellipticine positive control = 100%. AID 743238;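 active means mean normalized replicate activation at least 10% and every replicate at or above 10%; inconclusive means only one of the two criteria met; inactive means mean below 10% and not all replicates reach 10%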;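 further: 0% = median of on-plate neutral control wells and 100% = ellipticine 6 µM median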
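Material: XiGFP fibroblasts, SV40-immortalized. Buffer or medium: DMEM plus 5-aza-dC sensitizer. Compound: single concentration per compound, delivered by pin transfer. Times: 3 days compound exposure. Controls: ellipticine 6 µM.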
esBAF inh: inhibitors of esBAF chromatin remodeling in mouse ES cells; Bmi1-luciferase knock-in reporter, 24 h; 100% = twice the neutral-well signal; reporter increase, % at 12.5 µM; 350,000 compounds, 2% hits; AID 602393; in the data active means activation above about 40%; inconclusive means no clear call, values can overlap the other calls;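 further: 0% = median of the plate's neutral control wells and 100% = double that signal; a rise in the Bmi1 reporter signal indicates esBAF inhibition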
RAD52 inh: blocks human RAD52 DNA annealing; P43351; recombinant RAD52 DNA annealing, FRET fluorescence; inhibition, % at 18.7 µM; 360,000 compounds, 0.46% hits; AID 651710;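 active means every replicate showing at least 50% inhibition; inconclusive means mean inhibition at least 50% but not in every replicate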
EWS-Fli block: EWS/Fli transcriptional activity inhibition; 350,000 compounds, 0.67% hits; inhibition, % at 12.6 µM; A673 NR0B1-luciferase reporter, viability-normalised;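 active means mean inhibition of at least 50% after viability correction, with every replicate also passing that limit; inconclusive means mean reaches 50% but only one of two replicates passes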;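 further: firefly luciferase signal divided by Alamar Blue viability fluorescence both relative to DMSO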
FN deposition inh: fibronectin deposition inhibition; AID 743247; AH1F fibroblasts, Alexa488-fibronectin deposition fluorescence, overnight; inhibition, % at 12.6 µM; 350,000 compounds, 0.086% hits;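 active means mean inhibition across replicates of 30% or more, regardless of how many single replicates reach that level; inconclusive means mean under 30% yet at least half of replicates reach 30%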;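 further: positive control wells lacked labelled fibronectin entirely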
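Schedule: 1 h cell adhesion before compound, then overnight fibronectin incubation; test system: AH1F fibroblast monolayer depositing Alexa488-labelled fibronectin into matrix; quantity: 10000 AH1F cells per well; probe or stimulus: fluorescent fibronectin at 24 nM final; signal: fluorescence, ex 485 nm, em 525 nm; evaluation: percent inhibition as loss of matrix-bound fibronectin fluorescence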
S100A4 MyoIIA: blocks human S100A4 binding to myosin IIA peptide | S100A4/TAMRA-MyoIIA peptide fluorescence polarization | inhibition, % at 10.7 µM | 360,000 compounds, 0.14% hits;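 active means mean inhibition of at least 70% across replicates, with every replicate also reaching that level; inconclusive means mean inhibition reaches 70% but some replicates fall short; inactive means mean inhibition below 70%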
Target sequence (P26447 whole entry, looked up): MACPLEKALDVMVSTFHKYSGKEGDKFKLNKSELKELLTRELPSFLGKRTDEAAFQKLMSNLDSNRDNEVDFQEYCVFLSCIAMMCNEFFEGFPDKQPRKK
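Material: S100A4 monomer (human). Medium: Calcium-containing HEPES buffer, pH 7.2. Probe or stimulus: labelled myosin peptide probe, 5 nM. Compound dosing: one concentration per compound. Timing: polarization read 5 min after assay mix addition, stable 5–60 min. Benchmarks: DMSO as neutral control, TFP as positive control.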
* hit, by the source's call; ? = inconclusive; nt = not tested or not shown; & = joins results of further samples. Compounds were not picked by outcome, and some 3% of all compounds hit somewhere here.

SMILES	RAD54 branch	E-selectin induc	Xi reactivation	esBAF inh	RAD52 inh	EWS-Fli block	FN deposition inh	S100A4 MyoIIA
O=C(Cn1cc2c(n1)CCCCC2)Nc1ccccc1Br	nt	nt	0.1	-3	-10	-14	-1	0
Cc1cccc(/C=N/N(CCO)C2=NS(=O)(=O)c3ccccc32)c1	1	nt	0.0	2	-13	10	3	-3
CSc1ncc(-c2ccc(Cl)cc2)[nH]1	-7	1.2	0.3	nt	-7	-29	2	0
CCCCOc1ccc(-c2cc(C(=O)NNC(=S)NCC)c3ccccc3n2)cc1	11	nt	nt	nt	-22	?	nt	-1
Cc1cc(C)c(NC(=S)N(CCCN2CCN(C)CC2)Cc2cccs2)c(C)c1	1	6.7	0.1	-2	-19	-10	-29	8
Cc1ccc(S(=O)(=O)NCC(=O)N(CC(=O)NCC2CCCO2)CC2CCCO2)cc1 (stereo unspecified)	-3	0.6	0.0	-3	-21	4	6	0
CC(C)OC(=O)Cn1nc(C(F)(F)F)c2c1CCCC2	nt	nt	0.3	nt	-3	-6	-10	-5
C[C@@H](C(=O)NCCc1c[nH]c2ccccc12)[C@@H]1C[C@@]1(C)[C@@H](NC(=O)OCc1ccccc1)c1ccccc1	-2	0.2	0.0	-5	-10	13	6	0
CC(C)NC(=O)N(C)C[C@@H]1Oc2ccc(NC(=O)c3ccncc3)cc2CC(=O)N([C@H](C)CO)C[C@H]1C	3	1.4	-0.5	3	-3	3	0	-5
O=C(Nc1cccc(S(=O)(=O)N2CCCCC2)c1)Nc1ccc(Cl)cc1Cl	nt	0.5	-0.1	nt	-18	9	6	-2
C[C@@H]1CN([C@@H](C)CO)S(=O)(=O)c2ccc(C3=CCCC3)cc2O[C@H]1CN(C)C(=O)c1ccncc1	-5	-1.0	0.7	0	-3	3	nt	9
CCc1c(SCCC(=O)O)nc2ccccc2c1C	nt	6.1	-0.2	nt	-9	-10	-6	-4
CCC(=O)Nc1ccc(-c2cc3ccccc3oc2=O)cc1	nt	nt	0.0	nt	-2	-30	6	-2
Cc1cccc(NC(=O)Cn2cnc3c(cnn3-c3ccc(F)cc3)c2=O)c1C	6	-0.1	0.0	10	-6	0	-5	-2
Cc1ccc(C)n1-c1ccc(C(=O)Nc2ccccc2F)cc1	nt	1.0	0.0	nt	-111	-58	-1	-8

Limited to EWS-Fli block, esBAF inh and FN deposition inh (two entries from above):
SMILES	EWS-Fli block	esBAF inh	FN deposition inh
Cc1ccc(S(=O)(=O)NCC(=O)N(CC(=O)NCC2CCCO2)CC2CCCO2)cc1 (stereo unspecified)	4	-3	6
CC(C)OC(=O)Cn1nc(C(F)(F)F)c2c1CCCC2	-6	nt	-10

Later entries
SMILES	RAD54 branch	E-selectin induc	Xi reactivation	esBAF inh	RAD52 inh	EWS-Fli block	FN deposition inh	S100A4 MyoIIA
CN(C)c1ccc(/C=N\NC(=O)c2cccc3cc[nH]c23)cc1	nt	6.7	0.2	54*	-19	-30	6	0
O=C(COc1ncnc2ccccc12)Nc1cccc([N+](=O)[O-])c1	nt	-1.8	0.3	nt	-3	0	nt	-2
C=CCSC1=N/C(=C\c2ccc(C(=O)O)cc2)C(=O)S1	nt	-0.2	0.8	-4	0	0	2	3
Cc1cccc(S(=O)(=O)N2C[C@@H]3[C@H](c4ccccc42)[C@H](CO)N3Cc2ccc3c(c2)OCO3)c1	-4	0.3	0.1	-6	-156	18	18	-7
CCN(CC(=O)NCc1cccs1)C(=O)/C=C/c1cccc(OC)c1OC	-8	-0.1	0.1	7	-13	-6	7	-6
CCOC(=O)N1CCC(NC(=O)C2=C(C)C(=O)OC23CCC(C)CC3)CC1 (stereo unspecified)	9	-1.3	-0.1	4	-8	-1	4	1
C[C@@H]1CN([C@H](C)CO)S(=O)(=O)c2ccc(-c3ccccc3)cc2O[C@@H]1CN(C)Cc1ccncc1	6	-0.4	0.1	-1	8	9	7	6
Cc1ccc(Cn2cc(/C=N/NC(=O)Cc3nnc(NC(=O)c4ccc(C)cc4)s3)c3ccccc32)cc1	-2	nt	0.0	0	-5	14	-6	3
CC(=NO)C1(C)CC=CCC1CO (stereo unspecified)	-4	nt	0.1	-5	-11	-4	-2	5
COc1ccc([C@H]2CC(=O)C=C(c3ccc4ccn(C)c4c3)C2)cc1	4	-0.3	1.1	39	-8	-48	11	1
C[C@H]1CN([C@@H](C)CO)C(=O)Cc2cc(NS(=O)(=O)c3cccs3)ccc2O[C@H]1CN(C)Cc1ccc(Oc2ccccc2)cc1	-17	0.2	-0.9	1	-3	2	nt	5
CCC(=O)N(C)C[C@H]1Oc2ncc(-c3ccc(C)cc3)cc2C(=O)N([C@@H](C)CO)C[C@@H]1C	12	-0.4	-0.8	-14	15	-14	-13	-16
O=C(c1ccc2c(c1)OCO2)N1C[C@H]2[C@@H](c3ccccc31)[C@@H](CO)N2C(=O)CC1CC1	-4	0.5	0.0	-2	-9	-3	-3	-5
CC(Cc1ccccc1)N(C)C(=O)CN1C(=O)c2ccccc2C1=O (stereo unspecified)	-1	0.0	0.1	-5	-12	-42	1	0
COc1ccc(S(=O)(=O)Nc2ccc3c(c2)CC(=O)N([C@H](C)CO)C[C@@H](C)[C@H](CN(C)S(=O)(=O)c2ccc(C)cc2)O3)cc1	2	0.1	0.1	-1	13	12	nt	-3
CN(C)c1ccc(CNC(=O)CN2C(=O)COc3ccc(S(=O)(=O)N4CCCC4)cc32)cc1	-2	nt	0.1	1	-19	-11	8	0
Cn1c(CNC(=O)C(C)(C)C)nc2ccccc21	3	-0.1	nt	-3	nt	nt	3	nt
O=C(O)C[C@H]1C[C@@H]2c3cc(NS(=O)(=O)c4ccc(F)cc4)ccc3O[C@@H]2[C@H](CO)O1	21	0.4	0.1	-2	4	-6	nt	-2
COC(=O)C1=C(C)N(Cc2cccc(C(F)(F)F)c2)C(=NCc2cc(OC)c(OC)c(OC)c2)NC1c1ccccc1C(F)(F)F (stereo unspecified)	nt	0.1	0.4	nt	-34	9	-3	1
COC(=O)CCCC(=O)N1CCC(CO)(CCc2ccccc2)CC1	-4	-0.1	0.3	1	-11	-5	3	-5
Cc1cc(OCC(=O)c2cccc(C(F)(F)F)c2)n2cnnc2n1	2	0.1	0.0	-10	-23	13	-11	-3
NC(=O)CNC(=O)C1CCN(S(=O)(=O)c2ccc(-n3cnnn3)cc2)CC1	-5	-0.2	0.0	0	7	4	2	-1
C[C@H]1CN([C@@H](C)CO)C(=O)Cc2cc(NC(=O)Cc3ccccc3)ccc2O[C@H]1CN(C)Cc1ccc(C(=O)O)cc1	3	-4.0	0.6	2	1	-11	nt	-19
C[C@H]1CCCCO[C@H](CN(C)C(=O)Nc2ccc(C(F)(F)F)cc2)[C@@H](C)CN([C@@H](C)CO)C(=O)c2cc(NC(=O)Nc3ccc(F)cc3)ccc2O1	-39	0.0	0.2	3	2	-11	2	-10
CC1(c2ccccc2)NC(=O)N(CC(=O)N2CCN(S(=O)(=O)c3ccccc3[N+](=O)[O-])CC2)C1=O (stereo unspecified)	1	nt	0.1	3	2	4	7	3
CCOC(=O)c1c(C)[nH]c(C)c1C(=O)COC(=O)c1cc(OC)cc(OC)c1	nt	-0.5	0.0	nt	-5	4	4	2
C[C@@H]1CCCCO[C@H](CN(C)S(=O)(=O)c2cccs2)[C@@H](C)CN([C@@H](C)CO)C(=O)c2cc(NC(=O)Nc3cccc4ccccc34)ccc2O1	4	0.5	-0.7	-2	nt	4	nt	nt
S=C(NCC1CC1)N/N=C/c1ccccc1Cl	nt	1.3	-0.1	nt	-13	-1	-12	2
CCC(C(=O)Nc1ccc2c(c1)OCCO2)n1nnc2ccccc2c1=O (stereo unspecified)	nt	0.6	0.0	59*	7	nt	6	-3
CCCNC(=O)N1[C@H](CO)[C@H](c2ccc(-c3ccccc3F)cc2)[C@@H]1C#N	1	0.8	0.5	-2	-6	-10	-4	-5
CCOC(=O)c1cc2sccc2n1CC(=O)c1ccc2c(c1)OCCO2	-3	nt	nt	-4	-4	1	nt	-3
O=S(=O)(N[C@@H]1CCCN(Cc2cccc(OCCO)c2)C1)c1ccc2ccccc2c1	-11	nt	nt	nt	19	5	nt	-23
COCC(=O)N(C)C[C@H]1Oc2ncc(-c3ccccc3F)cc2C(=O)N([C@H](C)CO)C[C@H]1C	-2	0.4	-1.1	3	2	-10	-13	-25
O=C(c1cnccn1)N1CC(=O)N2[C@H](CO)[C@@H](c3ccc(-c4ccccc4)cc3)[C@H]2C1	nt	-0.3	0.1	nt	6	3	nt	0
COC(=O)C1=C(C)N(Cc2ccccc2C(F)(F)F)C(=NCC2CC2)NC1c1ccc(F)cc1 (stereo unspecified)	nt	-0.1	0.4	nt	10	0	-4	5
CCn1c(CSc2n[nH]c(N)n2)nc2cc(C(=O)O)ccc21	nt	2.1	0.1	nt	-19	-5	4	1
CCCC(=O)N1CCC1(C)C(=O)Nc1ncc(C(=O)OC)s1 (stereo unspecified)	-6	-0.3	0.2	15	-8	0	8	1
COc1ccc2c3c(n(C)c2c1)[C@H](CO)N(C(=O)c1ccccc1)CC31CCN(C(C)=O)CC1	nt	0.3	0.3	nt	-3	-20	nt	4
COc1ccccc1OCC(=O)Nc1cc(Cl)ccc1N1CCCCC1	-8	0.4	0.0	-2	-25	6	1	-4
COCCn1nnnc1C(c1ccccc1)N1CCN(C(=O)c2ccco2)CC1 (stereo unspecified)	-8	nt	0.0	0	-10	-1	-7	11
O=C(N[C@H]1CC[C@@H](CCNS(=O)(=O)c2ccccc2Cl)O[C@@H]1CO)c1ccccc1	0	0.5&-0.3	0.3&0.0	-1	-14&-8	5&-10	0	10&1
COCCN(C(=O)C1CC(=O)N(Cc2ccccc2)C1)c1nc(-c2ccc([N+](=O)[O-])cc2)cs1 (stereo unspecified)	2	nt	0.2	10	-38	-3	7	3
COC(=O)[C@]12CCCCC=C1N(Cc1ccccc1)C(=O)[C@H](CC(=O)NCc1cccc(C(F)(F)F)c1)C2	nt	0.3	0.1	nt	-19	-9	nt	-2
C/C(N)=C(/C#N)C(=O)COC(=O)c1ccccc1Oc1ccccc1	8	nt	0.1	-3	1	-5	nt	-15
N#C[C@@H]1N[C@@H](CO)[C@H]1c1ccc(-c2cccc(F)c2)cc1	2	-0.3	0.1	-2	0	-2	8	-1
COC(=O)c1ccc(C2C(C(=O)c3ccco3)=C(O)C(=O)N2CC2CCCO2)cc1 (stereo unspecified)	-9	nt	0.1	-1	-11	1	2	-2
